Screening data deposited in PubChem BioAssay by several laboratories.
SUMO1-SIM PPI – modulators of human SUMO1-mediated protein-protein interactions; SUMO1 binding to a labelled peptide, TR-FRET, 1 h; AID 602429; inhibition, % at 20 µM; 360,000 compounds, 0.33% hits; in the data active = inhibition above about 37%
LMPTP inh – LMPTP (human) inhibition; 360,000 compounds, 0.22% hits; recombinant LMPTP-A, OMFP fluorogenic substrate, fluorescence intensity; AID 651560; inhibition, % at 20 µM;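 active = compounds that cut the enzyme signal by at least half of the control window in the single-dose screen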;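 note: plate controls were DMSO wells with enzyme plus substrate for no effect and substrate without enzyme for full effect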
Target sequence (P24666 whole entry, looked up): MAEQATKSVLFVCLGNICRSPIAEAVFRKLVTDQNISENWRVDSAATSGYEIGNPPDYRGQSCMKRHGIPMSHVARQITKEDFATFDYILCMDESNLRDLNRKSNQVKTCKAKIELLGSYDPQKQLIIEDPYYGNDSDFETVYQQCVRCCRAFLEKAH
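material = LMPTP-A | quantity = 0.625 nM enzyme | reagent = OMFP substrate, 400 µM final | buffer or medium = Bis-Tris pH 6.0, DTT, detergent | detection = endpoint fluorescence intensity from OMFP dephosphorylation | dosing = single 20 µM dose | read-out basis = % inhibition relative to no-enzyme and uninhibited control wells | control set = no-enzyme and uninhibited controls | timing = 50 min at room temperature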
MLLE-PAM2 inh – inhibitors of microRNA-mediated deadenylation, human PABP1 MLLE binding; GST-MLLE / FITC-PAM2 fluorescence polarization; inhibition, % at 20 µM; 360,000 compounds, 0.36% hits; in the data active = inhibition above about 35%, passing the limit was not always enough;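 note: plate controls were DMSO wells with GST-MLLE for no effect and wells lacking GST-MLLE protein for full effect; some results filed as inactive read as strong as hits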
Target sequence (P11940 whole entry, looked up): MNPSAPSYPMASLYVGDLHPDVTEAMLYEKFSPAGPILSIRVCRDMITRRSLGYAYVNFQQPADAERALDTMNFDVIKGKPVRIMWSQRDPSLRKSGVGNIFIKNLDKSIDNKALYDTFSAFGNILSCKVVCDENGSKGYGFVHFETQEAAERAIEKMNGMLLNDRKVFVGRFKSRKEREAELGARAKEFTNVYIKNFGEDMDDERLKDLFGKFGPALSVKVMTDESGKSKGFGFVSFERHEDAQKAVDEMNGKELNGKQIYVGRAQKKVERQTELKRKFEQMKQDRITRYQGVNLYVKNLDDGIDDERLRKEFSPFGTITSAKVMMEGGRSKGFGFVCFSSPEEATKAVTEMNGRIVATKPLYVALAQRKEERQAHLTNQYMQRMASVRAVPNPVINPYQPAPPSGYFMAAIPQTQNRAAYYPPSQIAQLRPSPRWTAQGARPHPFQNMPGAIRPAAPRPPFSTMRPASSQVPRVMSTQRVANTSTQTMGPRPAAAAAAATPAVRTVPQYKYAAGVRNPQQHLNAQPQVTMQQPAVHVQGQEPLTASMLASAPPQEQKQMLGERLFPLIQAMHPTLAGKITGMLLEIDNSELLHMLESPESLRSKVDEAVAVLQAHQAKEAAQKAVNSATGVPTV
NadD block – blocks S. aureus nicotinate mononucleotide adenylyltransferase | 360,000 compounds, 0.78% hits | inhibition, % at 20 µM | purified NadD enzyme, colorimetric absorbance read-out | AID 602399; in the data active = inhibition above about 26%; note: some compounds past the cut are filed as inactive
CSN inh – inhibitors of human CSN-mediated cullin deneddylation; Q92905; Purified CSN, SCF-Nedd8-OG deneddylation, fluorescence polarization; inhibition, % at 12.5 µM; 360,000 compounds, 0.38% hits;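 active = pattern-corrected inhibition above about 35%, with an unprinted fluorescence ratio check between 0.5 and 1.5, limit read from the data, passing the limit was not always enough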;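 note: 0% = enzyme with substrate and 100% = substrate without enzyme; some results filed as inactive read as strong as hits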
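Test system: purified human Csn5 enzyme expressed in HEK293T cells. Amount: 0.24 nM enzyme. Reagent: SCFSkp2-Nedd8OG substrate at 10 nM final. Schedule: 90 min incubation of compound, enzyme and substrate at room temperature. Detection: fluorescence polarization. Read-out: % inhibition of substrate cleavage by Csn5.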
STEP inh – blocks human striatal-enriched tyrosine phosphatase; 360,000 compounds, 0.25% hits; recombinant STEP, OMFP fluorogenic substrate, fluorescence; inhibition, % at 20 µM; P54829; AID 588621;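 active = inhibition at 20 µM, scaled per plate between control wells, above about 37%, limit read from the data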;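 note: 0% = DMSO with enzyme and substrate and 100% = substrate only without enzyme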
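medium = Bis-Tris buffer pH 6.0, 2.5 mM DTT, 0.005% Tween 20 | test system = STEP (striatal-enriched tyrosine phosphatase) enzyme, cell-free | measure = normalized % inhibition | compound dosing = 20 µM, 1% DMSO | also added = 25 µM OMFP | schedule = reaction 20 min, ambient temperature | measured by = fluorescence read at 480 nm ex / 540 nm em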
Rpn11 inh – Rpn11 (human) deubiquitinase inhibition | 360,000 compounds, 0.59% hits | calls only at 20 µM | human 26S proteasome, Ub4-pepOG fluorescence polarization; 20S core pre-blocked with epoxomicin | AID 588493 | O00487;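 active = inhibition at 20 µM, scaled to each plate's controls, above about 33%, limit read from the data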
Target sequence (O00487 whole entry, looked up): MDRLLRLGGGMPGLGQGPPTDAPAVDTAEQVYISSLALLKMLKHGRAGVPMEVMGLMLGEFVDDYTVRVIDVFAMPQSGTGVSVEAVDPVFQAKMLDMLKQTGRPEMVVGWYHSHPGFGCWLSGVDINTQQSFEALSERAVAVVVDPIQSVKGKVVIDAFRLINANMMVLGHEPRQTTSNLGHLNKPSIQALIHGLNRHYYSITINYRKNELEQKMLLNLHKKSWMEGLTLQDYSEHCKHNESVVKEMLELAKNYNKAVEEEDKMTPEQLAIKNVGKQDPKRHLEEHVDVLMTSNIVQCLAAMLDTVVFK
DNMT1 inh – DNMT1 (human) enzyme inhibition | P26358 | DNMT1 molecular beacon, Hinp1I cleavage, fluorescence | inhibition (reported as % activation of signal), % at 10 µM | 360,000 compounds, 0.83% hits; in the data active = inhibition above about 50%
Scp1 inh – Scp-1 (human) phosphatase inhibition | inhibition, % at 20 µM | AID 493091 | Recombinant Scp1, phosphopeptide, malachite green phosphate absorbance | 340,000 compounds, 0.88% hits;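 active = inhibition above about 50% at 20 µM, limit read from the data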;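 note: plate controls were DMSO wells with enzyme for no effect and wells lacking enzyme for full effect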
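Incubation: 45 min enzyme reaction at room temperature / System: truncated SCP-1 phosphatase (76-261aa) / Reagent: Phospho 17-mer peptide substrate / Buffer or medium: Acidic Tris acetate buffer with magnesium and detergent / Signal: absorbance at 630 nm / Doses: one concentration, 20 µM, with 1.0% DMSO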
Tb MetRS inh – blocks T. brucei methionyl-tRNA synthetase activity; purified T. brucei MetRS, ATP depletion, Kinase-Glo luminescence; inhibition, % at 11.9 µM; 360,000 compounds, 0.4% hits; AID 624268;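 active = inhibition above a per-plate cutoff of the control wells' mean inhibition plus 3 SD, cut at about 5.5% in these data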;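 note: 0% = DMSO wells median and 100% = median of wells with control inhibitor compound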
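Dosing: 11.9 µM single point; system: parasite MetRS enzyme; technique: luminescence of leftover ATP; times: 15 min enzyme-compound preincubation, 2 h reaction, 10 min detection, 25 °C; replicates: each compound tested once; read-out basis: percent inhibition relative to median high and low control wells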
* hit, by the source's call; i = inactive; . = no result given.

Preview (nine entries):
#	molecule	SUMO1-SIM PPI	LMPTP inh	MLLE-PAM2 inh	NadD block	CSN inh
1	COc1ccccc1N(C)S(=O)(=O)c1ccc(C(=O)OCC(=O)Nc2cc(C)on2)cc1	2	-1.0	10	1	-3
2	COc1ccc(C(CC(=O)O)NC(=O)Cc2ccccc2)cc1OC (stereo not drawn)	0	-1.7	3	1	-5
3	COc1ccccc1CNC(=O)CSc1ccc(-c2ccccn2)nn1	0	-1.0	-6	-1	4
4	Cc1ccc(C(=O)CCC(=O)OCC(=O)Nc2ccccc2SCC#N)cc1	2	0.3	45	-6	9
5	CC1CN(C2CCN(S(=O)(=O)c3ccccc3)CC2)CC(C)O1 (stereo not drawn)	3	-0.8	2	0	-1
6	Cc1ccc2c3c(cccc13)-c1ccccc1C2=O	-17	4.1	48*	1	-6
7	COc1ccccc1C1CC(=O)Oc2c(C(C)C)ccc(C)c21 (stereo not drawn)	7	1.3	-10	-4	5
8	COc1ccc(C2(O)CCN(Cc3nnnn3Cc3ccc(F)cc3)CC2)cc1	5	-2.1	6	-3	0
9	CCOC(=O)c1c(C)nc2c(c1-c1cc(OC)ccc1OC)C(=O)c1ccccc1-2	-6	2.3	-4	6	5

#	STEP inh	Rpn11 inh	DNMT1 inh	Scp1 inh	Tb MetRS inh
1	0	i	-2	-9	0.1
2	0	i	2	5	-0.9
3	-2	i	0	-3	-0.4
4	-3	i	0	-13	-0.2
5	1	i	-1	-2	-0.5
6	1	i	28	-14	-0.3
7	-2	i	11	-7	-2.4
8	-2	i	5	4	-1.5
9	5	i	-6	-9	-0.5

The listing (from the top)
#	molecule	SUMO1-SIM PPI	LMPTP inh	MLLE-PAM2 inh	NadD block	CSN inh
1	COc1ccccc1N(C)S(=O)(=O)c1ccc(C(=O)OCC(=O)Nc2cc(C)on2)cc1	2	-1.0	10	1	-3
2	COc1ccc(C(CC(=O)O)NC(=O)Cc2ccccc2)cc1OC (stereo not drawn)	0	-1.7	3	1	-5
3	COc1ccccc1CNC(=O)CSc1ccc(-c2ccccn2)nn1	0	-1.0	-6	-1	4
4	Cc1ccc(C(=O)CCC(=O)OCC(=O)Nc2ccccc2SCC#N)cc1	2	0.3	45	-6	9
5	CC1CN(C2CCN(S(=O)(=O)c3ccccc3)CC2)CC(C)O1 (stereo not drawn)	3	-0.8	2	0	-1
6	Cc1ccc2c3c(cccc13)-c1ccccc1C2=O	-17	4.1	48*	1	-6
7	COc1ccccc1C1CC(=O)Oc2c(C(C)C)ccc(C)c21 (stereo not drawn)	7	1.3	-10	-4	5
8	COc1ccc(C2(O)CCN(Cc3nnnn3Cc3ccc(F)cc3)CC2)cc1	5	-2.1	6	-3	0
9	CCOC(=O)c1c(C)nc2c(c1-c1cc(OC)ccc1OC)C(=O)c1ccccc1-2	-6	2.3	-4	6	5
10	O=C(CCn1nc(-c2ccc(Cl)cc2)ccc1=O)NCc1cccnc1	-10	-0.1	-1	3	2
11	CCN(CC)S(=O)(=O)c1ccc2c(c1)N(CC(=O)NCCc1ccc(S(N)(=O)=O)cc1)C(=O)CO2	1	-2.0	6	-5	7
12	O=C(Nc1c[nH]c(=O)[nH]c1=O)OCc1ccccc1	2	-1.2	-1	1	-1
13	CCOC(=O)c1c(CN(C)C)n(-c2ccccc2)c2cc(Br)c(O)cc12	1	-70	-17	-5	2
14	Cc1cc(C)c(C)c(S(=O)(=O)N2CCN(C(=O)c3ccccn3)CC2)c1C	0	-0.4	-6	-3	-4
15	c1ccc2c(c1)COC(CNC1CCCCC1)OC2	-1	0.6	5	-5	2

#	STEP inh	Rpn11 inh	DNMT1 inh	Scp1 inh	Tb MetRS inh
1	0	i	-2	-9	0.1
2	0	i	2	5	-0.9
3	-2	i	0	-3	-0.4
4	-3	i	0	-13	-0.2
5	1	i	-1	-2	-0.5
6	1	i	28	-14	-0.3
7	-2	i	11	-7	-2.4
8	-2	i	5	4	-1.5
9	5	i	-6	-9	-0.5
10	0	i	3	-4	0.8
11	-1	i	5	15	0.3
12	-2	i	0	-2	0.1
13	-3	i	2	-4	0.2
14	1	i	0	17	-0.1
15	0	i	-1	-7	-1.4

Given screen by screen: part of the list above
[7] COc1ccccc1C1CC(=O)Oc2c(C(C)C)ccc(C)c21 (stereo not drawn)
[9] CCOC(=O)c1c(C)nc2c(c1-c1cc(OC)ccc1OC)C(=O)c1ccccc1-2
screen / no.	7	9
SUMO1-SIM PPI	7	-6
LMPTP inh	1.3	2.3
MLLE-PAM2 inh	-10	-4
NadD block	-4	6
CSN inh	5	5
STEP inh	-2	5
Rpn11 inh	i	i
DNMT1 inh	11	-6
Scp1 inh	-7	-9
Tb MetRS inh	-2.4	-0.5

The listing continues.
#	molecule	SUMO1-SIM PPI	LMPTP inh	MLLE-PAM2 inh	NadD block	CSN inh
16	CC1CCCCC1NC(=O)CSCC(=O)O (stereo not drawn)	-1	-1.4	-19	-4	1
17	Cc1cc(C)cc(NC(=O)C2CCCN2/C=C/C(=O)C(F)(F)F)c1 (stereo not drawn)	20	-1.3	3	-1	-3
18	CC(=O)c1cccc(S(=O)(=O)Nc2cc(C(F)(F)F)ccc2N2CCOCC2)c1	4	1.2	-5	-3	6
19	CCC12CN3CCN(CC(C3)/C1=N\NC(=O)Nc1ccccc1)C2	4	-3.2	8	3	2
20	COCCNC(=O)CN(Cc1ccccc1)S(=O)(=O)c1ccc2nc(C)sc2c1	-1	-1.0	1	-10	-2
21	CCN(CC)C(=O)CSc1nc2sc3c(c2c(=O)n1CCOC)CCC3	0	0.6	-12	0	-3
22	N/C(Cc1ccc(Cl)c(Cl)c1)=N\OC(=O)c1ccc(Br)o1	6	1.6	1	-6	8
23	Cc1ccc(S(=O)(=O)N2CCCC(C(=O)Nc3ccc(C(=O)O)cc3)C2)cc1Cl (stereo not drawn)	0	-0.8	-5	-1	-11
24	CN(C)c1ncnc2c1nnn2C1OC(CO)C(O)C1O (stereo not drawn)	-2	-1.0	-1	-7	-2
25	COc1cccc(NC(=O)C2CCN(C(=O)[C@@H]3Cc4ccccc4CN3)CC2)c1	-2	-1.2	-3	-8	0
26	COc1ccc(-c2nnn(Cc3nn[nH]n3)n2)cc1OC	4	-1.4	5	-2	-1
27	COC(=O)CCC(=O)NNC(=O)C1CC1(c1ccccc1)c1ccccc1 (stereo not drawn)	4	-1.0	-4	1	0
28	COc1cc(C(=O)Nc2ccncc2)cc(OC)c1OC	3	-1.6	-8	-3	0
29	Nc1nonc1-c1noc(N2CCCCC2)n1	2	-4.8	-8	-2	1
30	CCc1cccc(OCCn2nc(C(=O)O)c3ccccc3c2=O)c1	-2	-1.9	5	-6	-6

#	STEP inh	Rpn11 inh	DNMT1 inh	Scp1 inh	Tb MetRS inh
16	0	i	0	-6	0.0
17	-6	i	4	-6	-0.2
18	0	i	-5	-1	-0.5
19	2	i	1	-1	0.1
20	-3	i	0	-11	-0.6
21	1	i	0	0	0.1
22	6	i	0	22	0.3
23	1	i	-4	15	-0.6
24	-2	i	3	.	-0.3
25	-2	i	-6	-7	0.2
26	2	i	1	-4	0.6
27	-2	i	2	-2	-0.7
28	1	i	2	-8	-0.3
29	-4	i	4	-6	-0.9
30	-1	i	2	-1	-1.9

#	molecule	SUMO1-SIM PPI	LMPTP inh	MLLE-PAM2 inh	NadD block	CSN inh
31	c1ccc2oc(-c3ccc4nc[nH]c4c3)nc2c1	1	-1.2	-1	-3	-4
32	COc1ccc(NC(=O)COC(=O)c2ccc3c(c2)OCCO3)cc1OC	-4	26	-7	-3	-5
33	CCOC(=O)C1=C(C)NC(=O)N(C(C)=O)C1c1ccc(Cl)cc1 (stereo not drawn)	2	1.0	-10	-1	0
34	O=C(NOC(=O)c1ccccc1F)c1ccc(OC(F)F)cc1	1	-1.0	13	-2	9
35	O=C(CCN1C(=O)/C(=C\c2cccs2)SC1=S)Nc1ccc(C(=O)O)cc1	-19	14	-39	7	4
36	O=S1(=O)N[C@@H](Cc2ccccc2)COc2cc(N3CCN(Cc4ccccc4F)CC3)ccc21	2	1.1	.	9	-4
37	C[C@@H](NC(=O)Cn1cnc2c(OCc3ccccc3)ncnc21)c1cccc2ccccc12	6	1.3	-4	8	-2
38	COc1cccc(OC)c1C(=O)OCC(=O)N(C)c1ccccc1	8	0.3	-14	-8	-3
39	Cc1cc(C)nc(SSc2nc(C)cc(C)n2)n1	2	0.7	34	-3	0
40	CO[C@H]1CN(C)C(=O)c2ccc(NC(=O)C3CCC3)cc2OC[C@H](C)N(CC2CCCCC2)C[C@@H]1C	5	-1.2	.	.	-1
41	COc1ccc(C2=NN(C(=O)c3cccnc3)C(c3ccccc3)C2)cc1 (stereo not drawn)	-3	-1.3	13	-6	1
42	O=C(O)c1ccc2c(=O)n3c(nc2c1)/C(=C/c1ccc(OC(F)F)cc1OC(F)F)CC3	-18	-0.8	2	6	-5
43	Cc1cnc(C(=O)OCc2ccc(C#N)cc2)cn1	8	-1.0	-8	-3	-1
44	O=C(Cc1c(F)cccc1Cl)Nc1cccnc1	-4	-1.0	-13	9	3
45	COc1cccc(-c2nc(CS(=O)(=O)c3ccccc3)no2)c1	0	1.1	3	-12	2
46	O=C(CCCN1C(=O)c2ccccc2C1=O)Nc1ccc(S(=O)(=O)N2CCOCC2)cc1	-4	-1.0	7	-2	8
47	COCCn1c(SCC(=O)OCc2ccccc2)nc2c1c(=O)[nH]c(=O)n2C	2	-1.2	27	1	-4
48	CC(Nc1cc(N2CCOCC2)ccc1[N+](=O)[O-])c1ccccc1 (stereo not drawn)	-22	1.3	-11	-7	3

#	STEP inh	Rpn11 inh	DNMT1 inh	Scp1 inh	Tb MetRS inh
31	-2	i	-1	-5	-1.1
32	0	i	1	0	-0.5
33	-3	i	5	-4	-0.3
34	-4	i	0	-4	-0.5
35	8	i	2	10	0.5
36	.	.	.	.	-1.9
37	-1	i	-4	7	-1.1
38	1	i	0	-10	0.6
39	-5	i	3	-3	-0.5
40	.	.	.	.	-0.3
41	2	i	-2	1	0.0
42	3	i	0	-2	0.0
43	0	i	-2	-1	-0.4
44	0	i	4	-2	-0.3
45	1	i	-7	-1	-1.5
46	4	i	3	-4	0.0
47	2	i	-1	-4	-0.5
48	2	i	-7	-12	0.5
